Compound activity deposited in PubChem BioAssay by several laboratories.
RAM network inh: inhibitors of the yeast RAM network, primary screen, dse1pr::URA3 reporter, 5-FOA selection; S. cerevisiae dse1pr::URA3 reporter, 5-FOA growth OD615, 2 d; analog-sensitive cbk1-as2 kinase mutant strain; 190,000 compounds, 1.8% hits; inhibition, % at 50 µM;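 active = inhibition above a set limit, 3 SD over mean compound inhibition, cut at about 8.4% in these data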;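 note: 0% = DMSO-only wells with no growth and 100% = 10 µM 1-NA-PP1 full growth; inhibition rescues growth on 5-FOA so higher OD means more RAM inhibition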
HMGR II inh: inhibitors of E. faecalis class II HMGR, primary screen, biochemical, Enterococcus faecalis. 190,000 compounds, 0.41% hits. inhibition, % at 10 µM. purified E. faecalis HMGR, NADPH absorbance 340 nm kinetic;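 active = inhibition above a set limit, the median over all tested compounds plus 3 SD, cut at about 9.5% in these data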;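 note: enzyme runs in reverse so mevalonate oxidation gives rising NADPH absorbance; 0% = complete reaction with DMSO and 100% = background rate lacking mevalonate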
Redox H2O2 prof: compounds producing H2O2 with reducing agent – biochemical, NIH compound library profiling, artefact control for MLSCN library redox annotation, primary screen; activation, % at 10 µM; AID 878, 2007; 200,000 compounds, 0.03% hits; DTT-dependent redox cycling H2O2, phenol red/HRP absorbance; 100% = 100 µM peroxide control, 0% = buffer;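 active = activation of at least 50% relative to the plate's high and low controls in the primary single-dose screen; inactive = activation below 50%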;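 note: compound incubated with DTT at 0.8 mM final as the reducing agent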
S1P3 antag: S1P3 receptor antagonists, primary screen, cell-based; CHO S1P3 NFAT-BLA reporter, FRET fluorescence, antagonist mode; inhibition, % at 4.98 µM; AID 485, 2006; 170,000 compounds, 0.27% hits; Sphingosine 1-phosphate receptor 3 (Homo sapiens), Q99500;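 active = inhibition above the plate cutoff, the mean inhibition of test wells on that plate plus 3 SD, cut at about 28% in these data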;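 note: cells challenged with S1P at its EC80 of 0.8 µM; blue over green emission ratio from cleaved BLA substrate after 4 h stimulation; 0% = S1P-stimulated wells and 100% = unstimulated DMSO-only wells; some compounds past the cut are filed as inactive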
Target sequence (Q99500 whole entry, looked up): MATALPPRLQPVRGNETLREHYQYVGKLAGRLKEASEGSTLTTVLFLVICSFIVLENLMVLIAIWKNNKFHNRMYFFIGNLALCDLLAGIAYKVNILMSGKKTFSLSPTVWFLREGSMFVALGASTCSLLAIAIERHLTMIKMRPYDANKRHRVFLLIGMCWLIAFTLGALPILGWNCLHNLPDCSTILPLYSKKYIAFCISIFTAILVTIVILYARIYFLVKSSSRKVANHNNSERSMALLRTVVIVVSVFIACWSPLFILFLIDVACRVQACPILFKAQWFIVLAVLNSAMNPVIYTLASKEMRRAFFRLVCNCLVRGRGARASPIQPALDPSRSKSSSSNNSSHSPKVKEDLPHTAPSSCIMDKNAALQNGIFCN
L major viab: Leishmania major promastigote growth inhibition, primary screen | inhibition, % at 10 µM | Leishmania major promastigotes, resazurin fluorescence viability | AID 1063, 2008 | 200,000 compounds, 9% hits; in the data active = inhibition above about 50%;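 note: promastigotes grown with compound for 44 hours at 28 °C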
TNAP inh hi DEA: human TNAP enzyme inhibitors, primary screen, biochemical, luminescent, high phosphate acceptor level, uHTS; Alkaline phosphatase, tissue-nonspecific isozyme (Homo sapiens), P05186; purified TNAP, CDP-star luminescence, 1 M DEA; inhibition, % at 20 µM; 200,000 compounds, 0.03% hits; AID 1135, 2008;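 active = over 50% inhibition of tissue-nonspecific alkaline phosphatase at 20 µM in the single-dose screen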;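 note: plate controls were DMSO wells for no effect and EDTA-quenched wells as full inhibition for full effect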
Target sequence (P05186 whole entry, looked up): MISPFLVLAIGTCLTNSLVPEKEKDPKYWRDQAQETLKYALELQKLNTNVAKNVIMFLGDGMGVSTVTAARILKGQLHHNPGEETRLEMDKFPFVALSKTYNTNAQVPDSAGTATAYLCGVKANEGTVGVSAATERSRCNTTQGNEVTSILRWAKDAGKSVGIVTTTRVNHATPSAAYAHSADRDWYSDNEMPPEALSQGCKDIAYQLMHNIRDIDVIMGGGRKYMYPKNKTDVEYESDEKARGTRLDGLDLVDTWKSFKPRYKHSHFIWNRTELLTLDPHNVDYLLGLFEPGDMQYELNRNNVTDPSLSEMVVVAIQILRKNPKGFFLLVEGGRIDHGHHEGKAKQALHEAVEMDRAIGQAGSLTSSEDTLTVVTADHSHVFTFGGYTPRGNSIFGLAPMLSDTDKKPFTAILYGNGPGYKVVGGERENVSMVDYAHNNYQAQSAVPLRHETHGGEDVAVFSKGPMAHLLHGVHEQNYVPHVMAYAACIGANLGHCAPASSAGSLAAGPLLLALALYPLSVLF
PMI act satM6P: human PMI activators, high substrate, primary screen, biochemical, fluorescence intensity, near-saturating mannose 6-phosphate; Mannose-6-phosphate isomerase (Homo sapiens), P34949; coupled PMI enzyme assay, resazurin fluorescence, 20 min; hits give high values; 1 = untreated enzyme, 0 = substrate-free blank; activation factor at 20 µM; 190,000 compounds, 0.34% hits;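 active = activation factor of 2 or more at 20 µM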
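Material: human phosphomannose isomerase with PGI, G6PDH, diaphorase coupling enzymes / Reagent: Man-6-P substrate 1.0 mM / Dosing: single compound dose of 20 µM, 1% DMSO final / Incubation: enzyme reaction with compound 20 min at room temperature / Signal: resorufin fluorescence (Ex 544/Em 590 nm) from resazurin via diaphorase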
TNAP inh noacc: human TNAP enzyme inhibitors, primary screen, biochemical, luminescent, no phosphate acceptor, uHTS | Alkaline phosphatase, tissue-nonspecific isozyme (Homo sapiens), P05186 | purified TNAP, CDP-star luminescence, 30 min | inhibition, % at 20 µM | 200,000 compounds, 0.26% hits;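 active = tissue-nonspecific alkaline phosphatase inhibition above about 50% at 20 µM in the single-dose screen, limit read from the data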;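 note: 0% = DMSO negative control and 100% = EDTA positive control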
Hsp70 act: Hsp70 transcriptional activators, primary screen, cell-based, HeLa, Hsp70 promoter luciferase, luminescence, 10 µM. HeLa Hsp70 promoter luciferase reporter; scaled: vehicle 0, proteasome-inhibitor control 100%. activation, % at 10 µM. 200,000 compounds, 0.04% hits. AID 1203, 2008;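 active = activation above the mean across all tested compounds plus 3 SD, cutoff set per campaign, cut at about 5.5% in these data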;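 note: 100% = MG132 at 30 µM as the positive control and 0% = DMSO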
PMI act: activators of human PMI, primary screen, biochemical, fluorescence intensity, near-Km mannose 6-phosphate; Mannose-6-phosphate isomerase (Homo sapiens), P34949; purified human PMI, coupled resazurin fluorescence, 20 min; hits give high values; 1 = vehicle control, 0 substrate-free wells; activation factor at 20 µM; 190,000 compounds, 0.005% hits; AID 1214, 2008;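 active = activation factor of 2 or more at 20 µM, relative to plate controls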
Active calls of the source: *; x = no result given.

mol	RAM network inh	HMGR II inh	Redox H2O2 prof	S1P3 antag	L major viab	TNAP inh hi DEA	PMI act satM6P	TNAP inh noacc	Hsp70 act	PMI act
O=C(NCCN1CCCCCC1)C1CC(=O)N(CCc2ccccc2)C1 (stereo unspecified)	0.3	2.1	-1.4	19.2	-10.1	-0.6	0.9	-6.7	-0.1	1
CN(C)S(=O)(=O)c1cccc(NC(=S)NCCc2ccccn2)c1	1.0	7.9	-0.9	1.5	-1.1	-3.3	1.1	-11.2	-0.3	1.1
CCN(CC)C(=O)c1cn(CCC#N)nc1-c1ccc2c(c1)OCCO2	4.4	-4.3	-0.8	-2.9	-4.0	-5.1	1.1	-13.3	-0.2	1.1
COc1ccc(F)cc1C(=O)C1CCCN(Cc2cccn2-c2ccccn2)C1 (stereo unspecified)	-1.5	-3.7	-1.2	-12.9	62.9*	-4.7	0.9	-8.8	0.2	0.9
COc1ccc(CCNC(=O)c2cc(S(=O)(=O)N3CCC4(CC3)OCCO4)ccc2F)cc1OC	-1.3	0.9	1.4	1.8	-3.7	-1.8	1.1	-11.3	-0.4	1.1
CCOc1ccc(C(=O)N/N=C/c2ccccc2[N+](=O)[O-])cc1	2.9	1.0	-0.2	12.3	-4.2	-1.7	1	-6.5	-0.2	1
CSCCC(NC(=O)OC(C)(C)C)C(=O)Oc1ccc2c(=O)c(-c3ccc4c(c3)OCCO4)coc2c1 (stereo unspecified)	8.7*	-1.5	1.4	x	-2.6	-4.8	1	-4.3	0.0	0.9
Cc1cc(C)c(S(=O)(=O)c2ccccc2Cl)c(Cl)n1	0.8	-4.1	-0.8	-14.8	20.6	-6.2	1	-14.6	-0.2	1

Single entries from above:
Cc1cc(C)c(S(=O)(=O)c2ccccc2Cl)c(Cl)n1 in S1P3 antag: -14.8
CCOc1ccc(C(=O)N/N=C/c2ccccc2[N+](=O)[O-])cc1 in TNAP inh noacc: -6.5

Additional results:
mol	RAM network inh	HMGR II inh	Redox H2O2 prof	S1P3 antag	L major viab	TNAP inh hi DEA	PMI act satM6P	TNAP inh noacc	Hsp70 act	PMI act
O=C(OCC(=O)N1CCCc2ccccc21)c1ccc(Cl)nc1	-0.5	-5.3	-0.8	-3.8	-3.7	-1.5	1	-21.8	-0.4	1
CCN(CCCNC(=O)CC(C(=O)N1CCc2ccccc21)n1ccnc1)c1cccc(C)c1 (stereo unspecified)	1.0	2.5	3.5	-14.7	99.8*	-5.3	0.8	6.6	0.4	0.9
COC(=O)c1sccc1OCc1cccc(OC)c1	0.9	4.6	-1.4	-7.8	-6.0	-3.2	1	-18.8	-0.2	0.9
CCn1c(SCC(=O)NCc2cccs2)nc2c1c(=O)n(C)c(=O)n2C	1.1	0.3	-3.1	-40.4	-7.3	1.3	0.9	-1.8	-0.1	1
CCC1(C)NC(=O)N(CC(=O)Nc2sc3c(c2C(=O)OC)CCCCC3)C1=O (stereo unspecified)	-0.6	-0.8	0.4	-9.9	10.8	1.1	0.9	-14.6	-0.2	0.9
CCOc1ccc(CNC(=S)N/N=C\c2ccc([N+](=O)[O-])cc2)cc1	5.6	-2.8	-1.8	x	-0.2	4.3	0.9	3.1	0.1	0.9
C=CCn1c2ccccc2c2nnc(SC(CC)C(=O)Nc3sc4c(c3C#N)CCCC4)nc21 (stereo unspecified)	2.8	-1.3	0.0	x	17.1	10.3	0.9	1.2	-0.4	0.8
[O-][n+]1onc2c3ccnnc3ccc21	-0.3	-2.7	0.6	x	1.4	-2.6	0.9	-9.6	-0.2	1
O=[N+]([O-])c1cc(C(F)(F)F)ccc1NN=C1CCCC1	3.3	-7.2	2.4	-1.9	-5.1	4.6	1	-0.9	-0.3	1.1
COc1ccc(S(=O)(=O)CCC(=O)NCCc2cccc(C)c2)cc1	-0.2	-1.8	3.9	x	-5.7	-3.1	1	-12.8	-0.1	1
O=C(Nc1ccc(F)cc1)C(c1ccccc1)N1CCN(C(=O)c2ccco2)CC1 (stereo unspecified)	0.3	3.8	0.0	x	3.2	1.4	0.9	-17.1	0.2	1
CC1CC(C)(C)CC2(C1)NC(=O)N(CC(=O)NC1CCCc3ccccc31)C2=O (stereo unspecified)	5.1	-4.9	-1.1	-22.9	7.9	-2.6	0.9	-6.0	-0.1	0.9
C(#Cc1ccccc1)CN1CCOCC1	1.2	4.1	0.1	5.8	-11.9	-5.6	1.1	-14.6	-0.3	1.2
Cc1cc(C)nc(-n2nc(C)cc2NC(=O)c2cccc(S(=O)(=O)N3CCCCC3)c2)n1	0.2	-0.4	-0.2	x	72.2*	-5.4	0.9	-12.7	0.0	0.8
Nc1nc(COc2ccc(Cl)cc2)cs1	1.9	-2.2	-1.8	-4.2	-0.5	-5.2	1	-7.6	0.4	1
COc1ccc(NC(=O)c2ccco2)c(OC)c1	0.1	-2.9	1.1	5.9	-4.7	-1.0	0.6	5.0	-0.3	1
CCC(C)c1ccc(NC(=S)NCc2ccccc2OC)cc1 (stereo unspecified)	11.5*	-3.6	-0.8	14.8	8.8	-4.5	0.9	-25.6	-0.1	0.9
CC(C#N)(Nc1ccc(Cl)cc1)c1cccnc1 (stereo unspecified)	2.0	-0.1	0.2	0.6	70.2*	-4.8	1	-16.9	-0.3	1
CN(C)CCCN1C(=O)c2oc3ccc(Cl)cc3c(=O)c2C1c1cccnc1 (stereo unspecified)	-0.7	1.5	-0.3	-15.3	-3.5	0.9	0.9	-1.2	-0.5	0.9
O=C(O)CCc1c(C(=O)O)[nH]c2ccccc12	1.0	0.9	-5.0	x	-6.2	-5.8	1	-9.6	-0.4	1
CCC(=O)Nc1sc2c(c1C#N)CCC2	2.1	-1.1	0.0	-4.0	-15.8	-6.9	1	-9.3	0.7	1.1
CC(C)c1ccccc1NC(=O)COC(=O)C1(C)CC1(Cl)Cl (stereo unspecified)	1.1	0.8	-0.2	-3.6	10.0	-5.9	1	-10.8	-0.1	1
Cc1c(/C=N\NC(=O)c2cc3ccccc3o2)c2ccccc2n1C	1.6	1.7	-1.0	9.6	9.7	2.8	1	-5.7	0.2	1
O=C(CC1(O)C(=O)N(CN2CCOCC2)c2ccccc21)c1ccccc1 (stereo unspecified)	0.6	-1.7	0.0	x	-1.1	-4.7	0.9	-7.7	-0.4	0.8
COc1ccccc1C1CC(=O)NC(C)=C1C(=O)OC(C)C (stereo unspecified)	2.2	-2.3	-1.1	-13.6	3.3	-4.4	1	-5.0	-0.3	1
CC(C)N(CCn1c(SCC(=O)N2CC(=O)Nc3ccccc32)nc2ccccc2c1=O)C(C)C	0.5	-1.8	-2.4	-7.3	8.6	-1.9	0.9	-4.8	-0.3	0.9
CCOC(=O)CCn1cnc2ccc([N+](=O)[O-])cc2c1=O	-0.1	-5.9	-3.1	-2.2	-8.3	-2.7	0.9	-4.8	-0.2	0.9
O=C(NCc1ccco1)c1ccc2nc3sc4c(c3c(=O)n2c1)CCCC4	0.1	-4.9	1.1	20.4	22.0	0.1	1.2	-3.4	0.9	0.9
N#CC(c1ccc(Cl)nn1)c1ccc(Cl)cc1Cl (stereo unspecified)	-0.4	-0.6	0.3	x	0.3	-4.9	1.1	-10.8	0.1	1
Cc1nc2c(c(=O)n1CCC(C)C)c1nc3ccccc3nc1n2Cc1ccc2c(c1)OCO2	x	x	x	4.5	x	-0.3	0.9	-3.7	x	0.9
Nc1cc(=O)[nH]c(N2CCN(c3ccccc3)CC2)n1	1.4	-6.3	-1.2	-18.5	-1.1	-3.9	0.5	3.7	-0.2	0.8
Nn1c(SCc2ccc(Br)cc2)nnc1-c1ccccn1	3.7	6.6	0.6	-20.4	-2.6	-3.5	1	-11.2	0.3	1
CC(=O)Cn1c(CN2CCCCC2)nc2ccccc2c1=O	-0.5	2.1	-1.9	5.2	-1.6	-7.0	1.1	3.1	-0.1	1.2

With a hit mark in RAM network inh, of those listed so far:
Molecule	RAM network inh	HMGR II inh	Redox H2O2 prof	S1P3 antag	TNAP inh hi DEA	PMI act satM6P	TNAP inh noacc	Hsp70 act	PMI act
CSCCC(NC(=O)OC(C)(C)C)C(=O)Oc1ccc2c(=O)c(-c3ccc4c(c3)OCCO4)coc2c1 (stereo unspecified)	8.7*	-1.5	1.4	x	-4.8	1	-4.3	0.0	0.9
CCC(C)c1ccc(NC(=S)NCc2ccccc2OC)cc1 (stereo unspecified)	11.5*	-3.6	-0.8	14.8	-4.5	0.9	-25.6	-0.1	0.9

By substructure: the compounds so far containing an NH in an aromatic ring
mol	RAM network inh	HMGR II inh	Redox H2O2 prof	S1P3 antag	L major viab	TNAP inh hi DEA	PMI act satM6P	TNAP inh noacc	Hsp70 act	PMI act
O=C(O)CCc1c(C(=O)O)[nH]c2ccccc12	1.0	0.9	-5.0	x	-6.2	-5.8	1	-9.6	-0.4	1
Nc1cc(=O)[nH]c(N2CCN(c3ccccc3)CC2)n1	1.4	-6.3	-1.2	-18.5	-1.1	-3.9	0.5	3.7	-0.2	0.8
